Source: PubChem BioAssay (The Scripps Research Institute Molecular Screening Center)
proKLK7 act: proKLK7 (human) activation, primary screen. purified proKLK7, EDANS-DABCYL substrate fluorescence; 100% is mature enzyme control, 0% vehicle. activation, % at 7 µM. hit rate 0.9% among 370,000. AID 652039;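 active = activation above the mean of all tested compounds plus 3 SD, computed per campaign excluding outliers beyond control limits, cut at about 13% in these data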
Tn7 DDE FP: inhibitors of Tn7 peptide binding to human fibrin DD(E); FP displacement of FITC-Tn7 peptide from fibrin DD(E); 0% = median of compound wells per plate; inhibition, % at 8.3 µM; P02675; hit rate 0.13% among 370,000;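 active = inhibition above the mean of compounds falling within the control limits plus 3 SD of them, cut at about 14% in these data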;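 also: 0% = plate median of compound wells and 100% = 10 µM Aha-Tn7 peptide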
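Assay system: Fibrin-DD(E) protein isolated from polymerized human fibrin clots; read-out basis: percent inhibition; medium: Tris/NaCl/CaCl2 buffer, pH 7.8; signal: FP measurement; incubation: 10 min plus 3 h, room temperature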
MBD2 inh: MBD2-methylated oligo binding inhibition; AID 686964; inhibition, % at 4.4 µM; TR-FRET, MBD2 binding to methylated oligonucleotide; hit rate 0.31% among 370,000; in the data active = inhibition above about 13%
UHRF1 MBD2 ctr: UHRF1 methyl-DNA binding inhibition; Q96T88; UHRF1 binding to methylated oligo, TR-FRET; inhibition, % at 4.4 µM; hit rate 0.75% among 370,000; in the data active = inhibition above about 21%;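 also: UHRF1 SRA domain binding a hemimethylated CpG hairpin DNA probe; 0% = median of test compound wells and 100% = reference inhibitor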
ADAM17 inh: ADAM17 inhibition, QFRET primary screen. P78536. recombinant ADAM17, EDANS/DABCYL FRET peptide cleavage. inhibition, % at 6.95 µM. hit rate 0.83% among 370,000;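 active = inhibition above the mean of compounds lying between control limits plus 3 SD, set per campaign, cut at about 8.5% in these data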;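 also: 0% = DMSO-only wells as the low control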
ARFGAP1 inhibitor: rat ARFGAP1 inhibition; hit rate 0.26% among 360,000; Arfgap1-stimulated ARF1 GTP hydrolysis, GDP FP detection; AID 651572; Q62848; inhibition, % at 16.5 µM;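 active = inhibition above a per-plate limit, mean inhibition of low control wells plus 3 SD, cut at about 25% in these data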;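 also: 0% = DMSO wells with enzyme and 100% = wells lacking Arfgap1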
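Material: rat Arfgap1 catalytic domain, aa 1-136; also added: human ARF1(Δ1-17)-GTP substrate; compound dosing: one concentration, 16.5 µM, DMSO 1.26%; incubation: GTP hydrolysis reaction 2 h at 25 °C; measured by: Tracer-displacement fluorescence polarization with EDTA stop, 620/688 nm; evaluation: % inhibition from polarization; repeats: one replicate per compound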
ASAP1 inh: ASAP1 ArfGAP inhibition. Q9ULH1. ASAP1-stimulated ARF1 GTP hydrolysis, GDP FP detection. AID 624377. inhibition, % at 16.5 µM. hit rate 0.19% among 360,000; in the data active = inhibition above about 25%;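 also: 0% = vehicle with enzyme and substrate and 100% = no enzyme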
PLCg1 inh: PLC-gamma1 (human) inhibition, primary screen; P19174; hit rate 0.84% among 370,000; purified PLC-gamma1, fluorogenic substrate, fluorescence; inhibition, % at 12.2 µM; in the data active = inhibition above about 9.5%
Target sequence (P19174 whole entry, looked up): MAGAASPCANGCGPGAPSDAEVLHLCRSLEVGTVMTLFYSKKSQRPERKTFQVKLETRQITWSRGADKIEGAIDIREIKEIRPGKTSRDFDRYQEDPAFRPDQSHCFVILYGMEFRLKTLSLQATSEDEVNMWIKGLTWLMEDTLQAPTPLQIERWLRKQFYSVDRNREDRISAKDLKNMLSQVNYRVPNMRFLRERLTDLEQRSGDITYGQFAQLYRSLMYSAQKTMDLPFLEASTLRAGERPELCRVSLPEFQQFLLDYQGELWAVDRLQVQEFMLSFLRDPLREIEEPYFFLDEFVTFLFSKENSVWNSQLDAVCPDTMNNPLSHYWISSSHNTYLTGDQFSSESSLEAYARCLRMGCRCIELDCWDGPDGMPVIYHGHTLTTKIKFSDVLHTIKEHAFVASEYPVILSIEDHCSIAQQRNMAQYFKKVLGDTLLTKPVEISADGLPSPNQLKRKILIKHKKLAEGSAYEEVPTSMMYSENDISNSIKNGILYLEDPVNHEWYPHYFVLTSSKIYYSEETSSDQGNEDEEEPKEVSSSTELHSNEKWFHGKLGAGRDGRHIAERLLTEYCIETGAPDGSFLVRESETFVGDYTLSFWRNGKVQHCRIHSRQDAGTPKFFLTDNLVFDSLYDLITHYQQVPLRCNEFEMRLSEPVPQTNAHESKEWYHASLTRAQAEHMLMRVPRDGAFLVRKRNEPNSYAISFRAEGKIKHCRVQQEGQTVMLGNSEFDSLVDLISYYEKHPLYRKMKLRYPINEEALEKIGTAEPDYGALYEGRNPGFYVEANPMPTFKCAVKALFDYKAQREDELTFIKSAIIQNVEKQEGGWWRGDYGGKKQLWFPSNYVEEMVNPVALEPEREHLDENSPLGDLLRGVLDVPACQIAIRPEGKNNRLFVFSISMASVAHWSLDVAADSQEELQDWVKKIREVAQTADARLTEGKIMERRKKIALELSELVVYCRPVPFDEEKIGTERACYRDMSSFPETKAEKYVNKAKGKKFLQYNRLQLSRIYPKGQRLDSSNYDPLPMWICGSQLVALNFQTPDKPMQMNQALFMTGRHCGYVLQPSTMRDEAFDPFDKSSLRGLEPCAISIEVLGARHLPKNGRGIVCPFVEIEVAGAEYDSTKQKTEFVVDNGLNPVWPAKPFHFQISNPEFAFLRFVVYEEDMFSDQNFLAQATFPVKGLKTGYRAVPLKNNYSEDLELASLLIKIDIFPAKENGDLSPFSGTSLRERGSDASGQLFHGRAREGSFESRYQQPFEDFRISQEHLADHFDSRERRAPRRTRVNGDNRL
PLC-beta3 inh: PLC-beta3 (human) inhibition, primary screen; Q01970; Purified PLC-beta3, fluorogenic substrate, fluorescence; inhibition, % at 12.2 µM; hit rate 0.18% among 370,000; AID 720704; in the data active = inhibition above about 11%;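 also: 0% = median of compound wells on plate and 100% = full blocker control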
Tn6 DDE FP: inhibitors of Tn6 peptide binding to human fibrin DD(E). P02675. Fibrin DD(E) TRITC-Tn6 fluorescence polarization displacement. inhibition, % at 8.3 µM. hit rate 0.21% among 370,000;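 active = inhibition above a per-campaign cutoff: mean of compounds within control limits plus 3 SD, cut at about 15% in these data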;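 also: 0% = median of all compound wells on the plate and 100% = blocking peptide control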
* = called active by the depositor; . = no result given.

SMILES	proKLK7 act	Tn7 DDE FP	MBD2 inh	UHRF1 MBD2 ctr	ADAM17 inh	ARFGAP1 inhibitor	ASAP1 inh	PLCg1 inh	PLC-beta3 inh	Tn6 DDE FP
CCCN(CC(=O)Nc1cc(Cl)ccc1Cl)C(=O)CN1C(=O)C2CCCCC2C1=O (stereo not given)	0.0	-6	2	-1	-4	3	-16	5	0	-5
CCOc1ccc(NC(=O)CCN2C(=O)CSc3ccccc32)cc1	-0.1	-3	-4	0	0	-18	5	-1	2	1
C[C@H]1CN([C@@H](C)CO)S(=O)(=O)c2ccc(Br)cc2O[C@H]1CN(C)Cc1ccccc1	0.2	0	-2	0	0	2	3	0	-7	5
Nc1ncnc2c1ncn2C1OC(COP(=O)(O)O)C(O)C1O (stereo not given)	0.6	10	-2	-2	-8	-1	-10	41*	1	12
COc1ccccc1/C=C/C(=O)Nc1ccc(S(=O)(=O)Nc2cc(C)on2)cc1	-0.2	12	0	-2	-6	5	-11	-4	-20	4
C=CCN=C1NN=C(c2cc(C)n(CC=C)c2C)CS1	0.0	2	-4	-4	-4	-2	-1	-8	-10	12
C=CCOC(=O)Nc1nc(CCNC(=O)OC(C)(C)C)c(C(=O)OC)s1	0.3	6	-2	-1	-4	-5	-5	2	0	2
CCN1CCN(C(=O)C2CCCN(S(=O)(=O)c3cc(Cl)ccc3Cl)C2)CC1 (stereo not given)	0.2	0	-3	1	2	-6	-3	-2	-5	0
O=[N+]([O-])c1ccc2c(c1)Nc1nc3ccccc3nc1N2	-10	6	-9	-5	2	-4	9	-84	-101	-10
O=C(Nc1ccc(Nc2ccccc2)cc1)C(Cl)(Cl)Cl	0.5	-1	-4	1	9.8*	-7	3	2	6	-8
CC(=O)N1N=C(c2ccco2)CC1c1ccco1 (stereo not given)	0.2	-1	-3	-3	-2	-11	3	2	-3	-2
Cc1cc(C)c(NC(=O)CNC(=O)c2ccc(-n3cncn3)c([N+](=O)[O-])c2)c(C)c1	-0.4	-3	-4	1	-3	-8	-21	0	1	-6
COc1cccc(OC)c1C(=O)Nc1cccc(-c2ccc(N3CCOCC3)nn2)c1	-0.2	-4	0	0	-2	2	-1	-9	-17	8
CN(C)C(=O)CNc1n[nH]c(=S)[nH]c1=O	-0.1	3	-7	1	-8	4	4	2	4	-9
CCCCCOC(=O)Cn1c(=O)oc2ccc(C)cc21	-0.1	6	0	-1	-3	-8	-4	-2	0	-1
N#CC1=C(N)N(c2ccccc2)C(=O)C1	0.8	-2	3	-2	-1	15	-11	-2	-3	3
CN1C(=O)CN(CCN2CC(=O)N(C)C(=O)C2)CC1=O	-0.1	-5	-2	0	0	-5	-11	6	4	5
O=C(CSc1nnc2scc(-c3ccccc3)n12)N1CCN(Cc2ccccc2)CC1	-0.4	-6	1	2	-1	-5	17	2	1	-4
CCOC(=O)c1csc(NC(=O)C2CCCN(S(=O)(=O)c3ccc([N+](=O)[O-])cc3)C2)n1 (stereo not given)	-0.3	0	-1	0	4	.	.	-1	2	-5
CCOC(=O)Cc1csc(SC(C)C(=O)NCC(=O)Nc2ccc(F)c(F)c2F)n1 (stereo not given)	-1.1	-1	8	5	2	-5	9	4	-10	-9
O=C(O)c1sccc1Oc1ccc(NS(=O)(=O)c2cccc(F)c2)cc1	-0.5	1	11	31*	-8	5	-14	-1	-4	6
O=C(CCl)Nc1cc(S(=O)(=O)N2CCOCC2)ccc1N1CCOCC1	0.3	5	4	0	-3	0	8	-1	0	-1
O=[N+]([O-])c1ccc(N2CCN(Cc3ccc(Br)o3)CC2)cc1	0.3	3	-2	-1	0	0	11	2	0	4
O=C(OCC#CCSc1nnc(-c2ccc(F)cc2)o1)c1ccc(F)cc1	.	-2	2	4	8	.	.	10*	6	-4
O=C(NCC1CCCO1)C1CC(c2ccc(Cl)c(Cl)c2)=NO1 (stereo not given)	-0.3	5	-6	-2	1	19	-21	6	0	-1

Next part:
SMILES	proKLK7 act	Tn7 DDE FP	MBD2 inh	UHRF1 MBD2 ctr	ADAM17 inh	ARFGAP1 inhibitor	ASAP1 inh	PLCg1 inh	PLC-beta3 inh	Tn6 DDE FP
Cc1ccc(NS(=O)(=O)c2ccc(C(=O)NCC(c3ccco3)N(C)C)cc2)cc1 (stereo not given)	0.3	0	1	2	-3	7	-8	0	-12	-5
COc1ccc(NC(=O)C2CCCN(C(=O)c3ccc(Cl)cc3)C2)cc1Cl (stereo not given)	0.2	2	-1	0	0	4	-2	-1	-2	6
CCNC(=O)C[C@@H]1CC[C@@H]2NC[C@@H](O)COC[C@H]2O1	0.1	-6	-3	0	-4	3	0	2	2	-7
Cc1cc(C)cc(C(=O)NCCn2cc(SCC(=O)N3CCOCC3)c3ccccc32)c1	0.4	-9	2	38*	7	4	11	7	2	-3
CC(=O)Nc1ccc(NC(=O)C2CC(=O)Nc3nc4ccccc4n32)cc1 (stereo not given)	-0.5	5	4	1	-7	-1	8	2	-6	0
O=C(CCc1ccccc1)N[C@@H]1c2ccccc2CC[C@@H]1OCc1ccccc1	0.1	4	-6	1	-1	0	7	0	1	2
CCOc1ccccc1/C=N/NC(=O)c1nnn(-c2nonc2N)c1CN1CCCCCC1	-0.4	-1	4	-3	-4	6	6	0	4	1
CCCCN1C(=O)/C(=C/C=C2/C=Cc3ccccc3N2CC)SC1=S	-0.6	-2	4	1	-6	5	-5	-4	-6	-3
O=C(CSc1nnc(-c2ccncc2)n1Cc1ccco1)Nc1cccc(O)c1	-0.8	-6	-3	5	4	-15	-18	9	9	1
S=c1[nH]nc(CSCc2ccccc2Cl)n1-c1ccccc1	-1.2	-1	4	1	-1	-17	0	-8	-1	4
O=C(NCCS(=O)(=O)N1CCCCC1)c1ccccc1	0.2	-5	2	0	-1	4	3	-5	-3	1
CCOc1ccc(NC(=O)C(=O)NCCN2CCN(C(=O)c3ccc(C)cc3)CC2)cc1	0.5	0	0	1	-3	-1	6	0	-6	-1
Cc1ccc(OCC(=O)Nc2ccccc2C(=O)NC2CC2)cc1C	0.3	1	-2	-2	3	3	-3	2	-5	0
CCOC(=O)C1CCCCN1C(=O)c1ccc2nc(Cc3ccc(OC)cc3)oc2c1 (stereo not given)	-0.5	-4	3	1	0	-1	4	0	-11	-2
COc1ccc(N2CC(C(=O)N(C)CC(=O)Nc3ccc(Cl)c(C(F)(F)F)c3)CC2=O)c(OC)c1 (stereo not given)	0.2	-1	0	1	6	5	5	3	-1	3
COc1cccc(CNS(=O)(=O)c2cc3c(cc2Cl)NC(=O)CO3)c1	-0.1	9	2	-2	-3	-12	-12	1	2	6
O=C(c1cc(-c2ccc(F)cc2)on1)N1CCCC1	0.5	-5	-2	-4	-1	12	-5	4	3	-9
O=C(CSc1nc2ccccc2o1)NN=C/C=C/c1ccccc1	0.2	6	-4	2	9.5*	.	.	-1	-4	-12
CCOc1ccc(N2CC(C(=O)NCC(=O)Nc3ccc(F)c(F)c3F)CC2=O)cc1 (stereo not given)	0.1	1	-4	-2	-2	-5	7	1	1	2
CCc1ccc(-c2ccc(SCc3ccccn3)nn2)cc1	0.0	5	1	2	-6	-1	-3	0	-11	-1
Cc1cc(C)cc(NC(=O)CSc2nc3ccccc3nc2N2CCCC2)c1	-2.1	0	-4	-3	-9	-8	1	-25	-31	0
OCCNc1ncnc2c1nnn2Cc1ccccc1	0.0	1	-2	1	-5	8	-4	-4	-5	-3
CC(C)(C)C(=O)N1CCN(c2ccc(Cl)cc2[N+](=O)[O-])CC1	0.1	0	1	4	-3	2	-4	-3	4	-3
COc1ccccc1N1CCN(C2CCCC(C)C2)CC1 (stereo not given)	0.6	-3	1	2	-2	2	-1	0	3	5
CCOc1ccccc1-n1c(SCC(=O)N2CCOCC2)nnc1-c1ccccn1	0.7	-3	1	7	2	13	7	2	4	-7

The last 3 compounds of the section above come first, to join the parts.
SMILES	proKLK7 act	Tn7 DDE FP	MBD2 inh	UHRF1 MBD2 ctr	ADAM17 inh	ARFGAP1 inhibitor	ASAP1 inh	PLCg1 inh	PLC-beta3 inh	Tn6 DDE FP
CC(C)(C)C(=O)N1CCN(c2ccc(Cl)cc2[N+](=O)[O-])CC1	0.1	0	1	4	-3	2	-4	-3	4	-3
COc1ccccc1N1CCN(C2CCCC(C)C2)CC1 (stereo not given)	0.6	-3	1	2	-2	2	-1	0	3	5
CCOc1ccccc1-n1c(SCC(=O)N2CCOCC2)nnc1-c1ccccn1	0.7	-3	1	7	2	13	7	2	4	-7
COc1cc2c(cc1NC(=O)CSc1nccn1C)oc1ccccc12	0.4	5	-8	-7	3	-6	16	1	2	-8
CCCCn1c(SCC(=O)NC2CCS(=O)(=O)C2)nc2ccccc2c1=O (stereo not given)	0.1	-8	-2	-1	2	5	2	2	-8	-2
COc1ccccc1N=Nc1c(C)[nH]n(-c2ccccc2)c1=O	0.2	-3	-6	1	0	7	8	2	-3	-5
CC1CC1C(=O)OCC(=O)NC(=O)NCc1ccco1 (stereo not given)	-1.3	-2	3	-3	-1	2	-6	0	1	5
O=C(CSCc1ccc(Br)cc1)Nc1ccc(S(=O)(=O)N2CCOCC2)cc1	0.4	-5	2	10	-3	-3	8	0	4	3
CCOC(=O)c1c(-c2ccccc2)csc1NC(=O)c1ccc(N2C(=O)CCC2=O)cc1	-1.1	-1	-6	-2	-2	1	6	-5	-3	0
COc1ccc(CNc2nc3ccccc3n2CCN2CCOCC2)cc1	0.2	2	0	-1	-1	9	0	2	2	1
COc1nc(-c2ccc(Cl)cc2)ccc1-c1noc(-c2ccco2)n1	-0.4	-9	-3	1	-1	8	5	0	-1	10
CCCN(C(=O)/C=C/c1nc2ccccc2s1)C1CCS(=O)(=O)C1 (stereo not given)	1.4	-1	-1	-2	-54	0	-3	-104	-128	0
CCCCNC(=O)CSc1nc2ccccc2c(=O)n1C1CCCC1	-0.2	1	-3	-1	0	0	4	3	4	4
CC(=O)c1ccc2c(c1)C1C=CCC1C(c1cc3c(cc1Br)OCO3)N2 (stereo not given)	0.6	-4	1	0	-2	-4	-1	-26	-41	-6
CS(=O)(=O)N1CCN(C(=S)NCc2ccc(F)cc2)CC1	0.0	-1	1	-3	0	2	5	5	5	2
COC(=O)c1cnc(NNC(=O)c2ccc([N+](=O)[O-])cc2)nc1C(F)(F)F	-0.2	-1	4	3	-1	-4	0	7	-7	-2
CC(C)c1cccc(C2=CC(=O)C[C@H](c3ccc(F)cc3)C2)c1	-0.6	4	3	0	1	-11	3	1	5	-1

Record cards, from the list above. Order of values: proKLK7 act | Tn7 DDE FP | MBD2 inh | UHRF1 MBD2 ctr | ADAM17 inh | ARFGAP1 inhibitor | ASAP1 inh | PLCg1 inh | PLC-beta3 inh | Tn6 DDE FP
COc1ccc(CNc2nc3ccccc3n2CCN2CCOCC2)cc1 across the screens: 0.2 | 2 | 0 | -1 | -1 | 9 | 0 | 2 | 2 | 1
CCCCn1c(SCC(=O)NC2CCS(=O)(=O)C2)nc2ccccc2c1=O (stereo not given) across the screens: 0.1 | -8 | -2 | -1 | 2 | 5 | 2 | 2 | -8 | -2
COc1ccccc1N=Nc1c(C)[nH]n(-c2ccccc2)c1=O across the screens: 0.2 | -3 | -6 | 1 | 0 | 7 | 8 | 2 | -3 | -5
